DAX1 inh-1 – NR0B1 (DAX1) inhibition. AID 504766. actives 0.99% (n = 340,000). HEK293 Gal4-DAX1 luciferase reporter, luminescence. inhibition, % at 6.75 µM;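 active means inhibition above the mean over all tested compounds plus 3 SD, cut at about 4.2% in these data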;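 further: 0% = DAX1-transfected cells with DMSO and 100% = empty-vector control cells with DMSO; inhibition shows as a rise in luminescence from relieved DAX1 repression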
Target sequence (P51843 207-470 limits assumed): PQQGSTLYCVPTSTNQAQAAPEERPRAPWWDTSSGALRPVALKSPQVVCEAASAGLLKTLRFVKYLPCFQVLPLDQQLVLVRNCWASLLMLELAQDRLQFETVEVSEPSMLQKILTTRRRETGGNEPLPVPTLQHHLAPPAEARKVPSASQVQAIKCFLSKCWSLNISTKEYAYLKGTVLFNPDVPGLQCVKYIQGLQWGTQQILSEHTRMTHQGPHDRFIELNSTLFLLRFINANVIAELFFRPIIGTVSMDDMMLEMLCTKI
PLC-gamma1 inh – PLC-gamma1 (human) inhibition, primary screen. actives 0.84% (n = 370,000). AID 720700. inhibition, % at 12.2 µM. purified PLC-gamma1, fluorogenic substrate, fluorescence; in the data active means inhibition above about 9.5%
DAX1 inh-2 – blocks DAX1 repression of SF-1 activated StAR promoter. HEK293T StAR-luciferase reporter, SF-1/DAX-1 repression relief. inhibition, % at 6.8 µM. actives 1.1% (n = 370,000). AID 652010;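 active means inhibition above the mean over all tested compounds plus 3 SD, cut at about 3.6% in these data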;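 further: 0% = DAX-1 cells with DMSO and 100% = cells lacking DAX-1 with DMSO; higher inhibition means more luminescence from relief of DAX-1 repression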
GAA850 FXN act – frataxin GAA850 promoter activation; HEK293 lucGAA850 FXN promoter luciferase reporter, 24 h; percent of 10 µM SAHA response; actives 0.56% (n = 360,000); activation, % at 6 µM;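 active means activation above the average of all compounds screened plus 3 SD, cutoff fixed separately per campaign, cut at about 7.5% in these data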;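 further: 0% = DMSO wells and 100% = 10 µM SAHA wells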
ADAM17 inh – inhibitors of human ADAM17; P78536; recombinant ADAM17, EDANS/DABCYL FRET peptide cleavage; inhibition, % at 6.95 µM; actives 0.83% (n = 370,000);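 active means inhibition above the mean of compounds lying between control limits plus 3 SD, set per campaign, cut at about 8.5% in these data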;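 further: 0% = DMSO-only wells as the low control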
Target sequence (P78536 215-824 limits assumed): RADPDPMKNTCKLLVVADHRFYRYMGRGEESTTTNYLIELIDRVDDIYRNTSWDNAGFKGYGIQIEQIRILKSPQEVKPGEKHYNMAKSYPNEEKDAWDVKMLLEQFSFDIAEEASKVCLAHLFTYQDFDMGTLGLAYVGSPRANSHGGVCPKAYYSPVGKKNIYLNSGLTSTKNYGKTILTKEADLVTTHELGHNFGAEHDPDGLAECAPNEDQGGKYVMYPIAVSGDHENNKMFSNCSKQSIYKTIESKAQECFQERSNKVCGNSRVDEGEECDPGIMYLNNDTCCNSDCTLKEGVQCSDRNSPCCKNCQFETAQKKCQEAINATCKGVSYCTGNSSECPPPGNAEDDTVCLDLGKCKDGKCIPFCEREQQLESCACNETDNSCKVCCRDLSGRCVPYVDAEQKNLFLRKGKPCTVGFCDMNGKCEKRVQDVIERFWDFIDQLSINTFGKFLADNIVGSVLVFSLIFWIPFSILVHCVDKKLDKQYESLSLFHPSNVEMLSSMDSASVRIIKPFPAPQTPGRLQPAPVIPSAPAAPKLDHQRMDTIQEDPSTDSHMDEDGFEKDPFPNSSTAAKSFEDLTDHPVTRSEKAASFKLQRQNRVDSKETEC
ADAM10 inh – ADAM10 inhibition, QFRET primary screen | AID 720582 | inhibition, % at 7 µM | actives 0.62% (n = 370,000) | recombinant ADAM10, EDANS/DABCYL FRET peptide cleavage, 3 h;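 active means inhibition above a per-campaign cutoff equal to the mean of compounds falling between control-based bounds plus 3 SD, cut at about 20% in these data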;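 further: 0% = DMSO wells while the 100% control is not disclosed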
hcDAF12 agonist – activates DAF-12 receptor from parasite H. contortus. HEK293 hcDAF-12 lit1-tk-luc reporter, luminescence; 0% DMSO, 100% Δ7-dafachronic acid. activation, % at 6.8 µM. actives 1.4% (n = 370,000);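 active means activation above the mean of all tested compounds plus 3 SD, cut at about 5.5% in these data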;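 further: 100% = response to 3 µM Δ7-dafachronic acid high control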
ssDAF-12 act – S. stercoralis DAF-12 activation, primary screen | actives 1% (n = 370,000) | HEK293 ssDAF-12/GRIP1 lit1-tk-luc reporter, luminescence; % of 3 µM dafachronic acid response | activation, % at 6.8 µM;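 active means activation above the mean over all tested compounds plus 3 SD, cut at about 0.9% in these data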;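 further: 0% = DMSO-only wells and 100% = 3 µM delta7-dafachronic acid wells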
PLCb3 inh – inhibitors of human phospholipase C beta3. Purified PLC-beta3, fluorogenic substrate, fluorescence. inhibition, % at 12.2 µM. actives 0.18% (n = 370,000). AID 720704; in the data active means inhibition above about 11%;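 further: 0% = median of compound wells on plate and 100% = full blocker control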
sPLA2-III inh – Blocks human group III sPLA2 activity; actives 0.56% (n = 370,000); Q9NZ20; inhibition, % at 12.2 µM; AID 743126; QFRET BODIPY PC-A2 liposome hydrolysis, fluorescence;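 active means inhibition above mean plus 3 SD of compounds lying within the high and low control bounds, cut at about 19% in these data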;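 further: 0% = median of test compound wells and 100% = no enzyme DMSO wells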
hgDAF12 agonist – hgDAF-12 agonism, primary luciferase screen; HEK293 GAL4-hgDAF12 UAS-luciferase reporter, agonist luminescence; normalized to butyrate control; actives 1.8% (n = 370,000); activation, % at 6.8 µM; AID 687014;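 active means activation above a cutoff set at the mean of all screened compounds plus 3 SD, cut at about 10% in these data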;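 further: 0% = DMSO wells and 100% = sodium butyrate wells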
The depositor's hits bear a star; . = no result given.

SMILES	DAX1 inh-1	PLC-gamma1 inh	DAX1 inh-2	GAA850 FXN act	ADAM17 inh	ADAM10 inh	hcDAF12 agonist	ssDAF-12 act	PLCb3 inh	sPLA2-III inh	hgDAF12 agonist
CCNC(=O)CC1C(=O)N(c2ccc(C)cc2)C(=O)N1CCc1sccc1C (stereo not given)	-1.6	3.1	-0.2	-1.4	-7.2	-1.2	1.9	-2.1	-3.5	5.0	-1.6
CCCCNC(=O)C1(C)CCCCN1C(=O)c1ccc2c(c1)C(C)(C)CCC2(C)C (stereo not given)	.	-1.0	-1.9	-0.4	2.6	-5.9	-2.8	-2.2	2.9	-0.3	0.5
O=C(c1ccc(Cn2c(=O)[nH]c3ccsc3c2=O)cc1)N1CCN(c2ccccc2)CC1	-1.4	-1.7	-1.1	2.9	-6.3	-0.8	-2.9	-1.3	0.2	-9.6	-2.2
C=CCn1c(SCC(=O)Nc2ccc3c(c2)CCC3)nc2ccccc2c1=O	-0.2	4.4	-0.4	2.5	4.3	5.5	-1.8	-1.2	5.5	-0.5	1.5
O=[N+]([O-])c1cccc2c3c([nH]c12)CCCC3	1.8	0.9	0.4	0.3	5.2	1.9	-0.8	-2.2	-7.9	0.6	0.7
C=CCN(C(=O)CNC(=O)c1ccco1)C(C(=O)NC1CCCCC1)c1ccc(OC)cc1OC (stereo not given)	-0.7	1.1	-0.1	0.9	-1.9	-4.8	-2.2	-1.0	0.0	-0.7	-0.2
COC(=O)CSc1nc2ccccc2n1CC(=O)N(C(C)C)C(C)C	0.0	9.0	-0.5	0.4	5.3	7.8	1.2	-1.4	13.3*	-1.8	0.3
CSCCC(c1nc2ccccc2[nH]1)n1c(=O)c(-c2cccnc2)nc2ccccc21 (stereo not given)	.	-25.6	-1.4	.	-22.8	-77.1	-0.6	-1.0	-33.9	13.8	-3.0
N#CC(C(=O)Nc1ccccc1)=C1Nc2ccccc2N1	1.2	-4.8	-0.5	-0.6	-0.8	-12.8	0.7	-1.4	-7.1	-22.8	5.0
COc1cc(/C=C2\SC(=S)N(CCC(=O)N3CCN(C)CC3)C2=O)cc(OC)c1OC	-1.4	-10.1	0.0	-0.1	-3.2	-3.1	-2.4	-1.4	-29.1	-1.4	1.5
CCCCn1c(N)c(N(CC(C)C)C(=O)c2cnc(C)cn2)c(=O)[nH]c1=O	-1.0	0.1	0.0	0.2	-3.9	-3.7	-0.5	-0.7	-6.9	-3.8	1.1
COc1ccc(-c2ccccc2)cc1NC(=O)c1cccs1	0.7	-2.9	-0.6	0.0	5.3	12.6	-0.4	-1.0	-11.3	-4.9	2.0
CC(=O)c1ccc(NC(=O)CSc2nc(C)cc(C)c2C(N)=O)cc1	-0.5	0.9	-1.3	0.7	-1.2	0.3	0.0	-2.0	3.6	-0.5	-1.1
Nc1ccc(N(c2ccccc2)c2ccc(N)cc2)cc1	0.0	2.0	-2.5	1.3	-2.8	-3.3	-2.3	-1.0	-0.6	2.5	-4.9
O=C(NC(=O)c1ccncc1)NC(c1ccccc1)c1ccccc1	0.6	-0.2	0.4	-0.2	-1.2	5.3	-1.6	-1.9	4.2	-0.7	-0.1
C[C@H](NC(=O)C1(c2ccccc2)CCN(C(=O)[C@H]2CSCN2C(=O)OC(C)(C)C)CC1)C(=O)O	2.1	1.8	-0.4	0.8	-3.8	-2.8	-0.7	-0.7	0.6	1.6	-0.4
CCOC(=O)c1c(NC(C)=O)sc2c1CCCNC2=O	0.3	3.1	0.2	2.2	0.5	6.2	-0.5	-1.5	6.2	4.1	-0.5
CC(C)Oc1cccc(C(=O)N/N=C/c2ccoc2)c1	0.1	-1.2	2.1	4.3	1.4	0.2	0.8	-0.3	-6.9	-10.2	5.6
O=S(=O)(CC(CN1CCCC1)N1CCCC1)c1ccc2ccccc2c1 (stereo not given)	-0.1	-2.8	0.0	-2.7	-4.6	-8.0	-0.9	-1.1	-3.6	0.1	-1.9
O=C(CCc1ccccc1)Nc1ccc(S(=O)(=O)N2CCCC2)cc1	-0.5	-0.9	0.0	-0.7	-1.3	-6.4	-2.0	-0.9	0.8	-10.0	2.0
COc1ccc(-c2cc(C(=O)Nc3ccc(Br)cc3)no2)cc1	0.1	5.8	-0.3	-0.6	0.9	-3.9	0.7	-1.1	-1.2	-1.5	1.0
O=C(NCC1CC1)c1onc(CSc2ccc(F)cc2)c1C(=O)NCC1CC1	-0.4	0.5	-1.0	1.6	0.7	7.7	-0.1	-1.6	4.7	1.6	-1.1
COc1ccc(-c2ccccc2NC(=O)C2CCCN(Cc3ccc(C)o3)C2)cc1 (stereo not given)	1.4	-1.1	0.3	0.6	-3.3	-7.4	-0.3	-1.6	-8.4	-4.9	3.6
CCC1(C)CC(C(N)=S)CCO1 (stereo not given)	0.1	-1.0	-0.3	-0.3	-4.9	0.0	0.0	-1.6	-6.8	11.2	-1.2
O=C(Nc1nc(-c2ccc([N+](=O)[O-])cc2)cs1)C1=COCCO1	1.0	-1.6	-1.1	0.2	0.3	0.4	0.1	-1.7	-2.9	-15.2	5.7
COc1ccc(S(=O)(=O)N(C)CC(=O)N2CCN(c3ccccc3)CC2)cc1	1.5	3.5	0.0	-0.5	2.5	-12.7	0.1	-1.3	0.6	-1.0	1.9
Cc1ccc(-n2c(C)cc(C(=O)Cn3nc(C(=O)O)c4ccccc4c3=O)c2C)cc1	-1.6	-1.9	-0.5	5.1	-1.6	-2.2	0.2	-1.1	-6.0	-8.6	-0.7
COc1ccc(-c2cc(-c3ccc(Cl)cc3)n[nH]2)c(O)c1	5.4*	-2.3	2.1	5.4	3.0	9.0	5.1	-0.3	-2.7	-46.5	11.3*
CCOC(=O)Cc1csc(NC(=O)CCCCCN2C(=O)c3cccc4cccc(c34)C2=O)n1	-0.5	0.5	-0.5	-0.9	-8.1	-22.1	-1.1	-0.6	1.9	-1.9	0.2
COCC1COS(=O)(=O)NC1(C)C (stereo not given)	1.0	1.6	0.7	0.4	7.0	7.6	-0.5	-1.3	-115.2	-3.1	1.2
CC(C)C1C(=O)N(Cc2cn(CC3CCCCC3)nn2)CCS(=O)(=O)N1Cc1ccc(-c2ccccc2)cc1 (stereo not given)	-1.8	3.8	-0.6	1.0	11.0*	22.3*	0.5	-1.2	4.6	-33.2	-3.9
COc1cc(C)c(Cl)cc1S(=O)(=O)NCc1ccccn1	0.2	0.5	0.1	-1.8	-2.4	-3.0	-2.2	-1.3	-8.2	2.8	-2.5
CCCc1cc(=O)[nH]c2nnc(SCC(=O)NC3CCCC3)n12	0.9	2.0	0.3	1.1	-2.4	-10.7	0.3	-0.7	-9.0	11.1	0.2
COc1ccc(NC(=O)C2CCN(C(=O)[C@@H]3Cc4ccccc4CN3)CC2)cc1	0.8	-1.0	0.0	1.6	-3.7	-2.5	0.6	-1.1	-3.9	7.5	4.7
O=C(c1ccc2c(=O)n(CCc3ccccc3)c(=O)[nH]c2c1)N1CCN(c2ccc(F)cc2)CC1	0.0	-0.2	0.0	-2.1	-4.8	3.2	-2.0	-1.1	-9.7	8.2	-0.4
CC(C)(C)n1nnnc1C(c1ccccc1F)N(Cc1ccco1)CC1CCCO1 (stereo not given)	-1.2	-0.2	-0.8	5.7	2.2	-1.1	-1.9	-0.7	-1.7	-7.8	-0.4
CCOC(=O)[C@]12CCCC3=C1N(CCC3)C(=O)[C@@H](CC(=O)NCC13CC4CC(CC(C4)C1)C3)C2	.	0.8	-1.8	.	0.7	3.0	-1.5	-0.9	1.9	-5.2	0.1
Cc1cn2c(=O)c3ncn(C4OC(CO)C(O)C4O)c3n(C)c2n1 (stereo not given)	.	-57.3	0.1	.	-34.5	-134.1	-1.8	-1.8	-69.6	0.8	0.0
O=C(c1ccccc1)c1coc2ccc(O)c(Cl)c12	2.5	0.5	1.2	4.6	-3.5	5.6	2.0	0.4	0.5	-16.1	5.3
O=C1NCCNC(=O)c2ccccc2OCCOc2ccccc21	-0.1	2.1	-0.6	-1.7	-1.9	15.0	-1.0	-1.4	1.0	-0.1	-4.0
Brc1ccccc1OCCCn1cnc2ccccc21	3.0	1.1	2.2	8.7*	-1.1	1.3	4.8	-0.2	-0.3	-14.7	11.3*
CCOc1cccc(OCCn2cnc3ccccc3c2=O)c1	1.6	-1.3	0.5	3.5	-2.2	-8.1	-0.9	-0.7	-1.8	6.3	2.4
O=C(Nc1c(-c2ccccc2)nc2ncccn12)c1ccc(F)cc1	.	-265.4	-1.1	.	-85.7	-298.3	1.4	-0.8	-325.1	2.1	0.8
CC(CC(=O)N1CCN(c2ccccc2F)CC1)c1ccccc1 (stereo not given)	-0.2	0.2	-0.1	3.2	-0.2	-1.0	0.1	-1.9	-1.1	10.0	-1.3
COc1ccccc1CCNC(=O)C(C)n1nc(C)c2c(C)n(-c3ccccc3)nc2c1=O (stereo not given)	-0.1	-1.0	-0.1	-1.3	1.1	0.7	2.4	-0.1	-6.5	-2.2	1.1
CC1=C2C3OC(=O)C(C)[C@@H]3CC[C@](C)(O)C2C2C3C4C5(C12)[C@H]1OC(=O)[C@@H](C)C1CC[C@]4(C)O[C@]5(C)[C@@H]3O (stereo not given in full)	1.8	-1.3	0.6	1.0	-1.5	-8.8	2.3	-1.7	0.2	1.7	0.1
COc1ccc(CNC(=O)Nc2ccccc2)cc1	1.9	1.6	1.7	5.7	-2.2	2.9	1.7	0.3	-4.8	-6.9	7.9
COc1ccccc1CCn1cnc(-c2ccccc2F)c1CC(C)C	.	11.2*	-2.9	.	5.9	10.5	-3.7	-1.6	5.3	11.2	-4.8
Cc1ccc(C2SCC(=O)N2c2ccccc2)cc1 (stereo not given)	-1.9	2.9	0.3	0.5	2.6	-7.2	-0.7	-1.0	-13.3	4.8	0.9
